GLA spleen mod = qHTS Assay for Inhibitors and Activators of Human alpha-Galactosidase From Spleen Homogenate | human spleen homogenate, 4MU-alpha-Gal fluorescence, 40 min | Potency, µM (series often up to 80 µM), inactives show top-dose activity change, negative = inhibition, hits mostly inhibitors | 240,000 compounds, 0.008% hits;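 note: 0% = enzyme with vehicle and -100% = no enzyme basal signal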
Target sequence (P06280 32-429 limits assumed): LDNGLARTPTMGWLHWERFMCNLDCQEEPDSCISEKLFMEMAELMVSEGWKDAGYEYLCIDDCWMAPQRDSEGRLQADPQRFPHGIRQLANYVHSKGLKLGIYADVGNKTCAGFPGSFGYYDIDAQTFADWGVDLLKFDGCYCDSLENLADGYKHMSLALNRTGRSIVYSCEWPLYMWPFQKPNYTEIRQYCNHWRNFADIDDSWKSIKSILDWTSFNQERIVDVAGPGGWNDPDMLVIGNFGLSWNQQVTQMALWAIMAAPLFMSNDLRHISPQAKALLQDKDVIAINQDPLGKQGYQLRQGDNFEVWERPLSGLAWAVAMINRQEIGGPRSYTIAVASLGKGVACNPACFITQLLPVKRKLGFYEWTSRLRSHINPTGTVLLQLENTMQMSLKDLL
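Fluorogenic readout (Ex 365/Em 440 nm) of 4-methylumbelliferone released from 1 mM 4-MU-alpha-galactoside by spleen homogenate, 40 min at 37C, pH 5.0. Data normalized to no-enzyme and enzyme controls; Hill-equation AC50 from compound titrations.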
ALDH1A1 inh = qHTS Assay for Inhibitors of Aldehyde Dehydrogenase 1 (ALDH1A1); 220,000 compounds, 7.3% hits; AID 1030, 2008; Aldehyde dehydrogenase 1A1 (Homo sapiens), P00352; Potency, µM (highest dose often 75.3 µM), without a hit: at the top dose activity, negative = inhibition, actives largely listed as inhibitors; Purified ALDH1A1, NADH fluorescence, propionaldehyde substrate; active = well fitted inhibition curve with a large enough effect, not every such curve was filed as active; inconclusive = small, poorly fitted or top-dose-only effect, or another doubt; inactive = no such curve, though single readings can be large or run the other way;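 note: plate controls were no enzyme wells and a reference inhibitor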
Target sequence (P00352 whole entry, looked up): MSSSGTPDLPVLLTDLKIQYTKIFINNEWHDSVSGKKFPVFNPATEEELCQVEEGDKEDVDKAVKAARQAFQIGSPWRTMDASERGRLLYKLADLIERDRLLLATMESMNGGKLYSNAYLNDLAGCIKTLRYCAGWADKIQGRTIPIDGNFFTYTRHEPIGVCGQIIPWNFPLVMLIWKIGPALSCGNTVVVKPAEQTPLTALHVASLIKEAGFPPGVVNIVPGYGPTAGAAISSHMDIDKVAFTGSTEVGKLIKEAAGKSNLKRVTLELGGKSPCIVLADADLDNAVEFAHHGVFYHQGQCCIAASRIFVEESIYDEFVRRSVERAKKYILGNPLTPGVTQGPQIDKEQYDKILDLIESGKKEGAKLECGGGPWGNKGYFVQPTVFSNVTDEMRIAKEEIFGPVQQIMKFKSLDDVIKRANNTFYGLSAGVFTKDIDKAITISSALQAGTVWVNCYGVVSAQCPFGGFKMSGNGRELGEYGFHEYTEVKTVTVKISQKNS
Epigenetic derep = Quantitative High-Throughput Screen for Regulators of Epigenetic Control; 280,000 compounds, 0.2% hits; AID 1865, 2009; murine LDR cells, GFP reporter derepression, 30 h; Potency, µM (titrated, usually from 53.9 µM), for the others: at the highest dose GFP activation, usual class: activators; note: % of control where 0% means no effect; nearly all actives have a fitted effect of over 60% in size
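In this reporter-derepression format, murine cells bearing a silenced integrated CMV-GFP locus incubate with test compound (30 h, 37 C), then are washed and imaged; fluorescent objects of 20–120 um count as induced cells.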
aGlu spleen mod = qHTS Assay for Inhibitors and Activators of Human alpha-Glucosidase From Spleen Homogenate | Lysosomal alpha-glucosidase (Homo sapiens), P10253 | human spleen homogenate, 4-MU-alpha-glucoside fluorescence | Potency, µM (top dose mostly 79.9 µM), without a hit: top-dose activity change, negative = inhibition, actives largely listed as inhibitors | 240,000 compounds, 0.006% hits | AID 2112, 2009;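 note: 0% = enzyme with vehicle and -100% = no enzyme basal signal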
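AC50 values come from Hill-equation fits of concentration-response data, normalized to no-enzyme and full-activity controls. Enzyme source: 1 ug human spleen homogenate; 1 mM fluorogenic 4-MU glucoside, pH 5.0 citrate buffer, 37 C, 40 min.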
Tau fluor counter = Counterscreen qHTS for Inhibitors of Tau Fibril Formation, Fluorescence Polarization | tau K18 P301L Alexa594 fluorescence, heparin fibrillization | Potency, µM (titrated, usually from 57.7 µM), for the others: at the highest dose activity change, negative = decrease | 280,000 compounds, 0.93% hits | AID 1463, 2008; note: % is set by controls: 0 for no effect and ±100 for the full control effect; nearly all actives have a fitted effect of over 55% in size
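Human tau K18 P301L (15 uM unlabeled, 0.24 uM Alexa 594-labeled) in 100 mM sodium acetate pH 7 with 20 uM heparin, 6 hr at 37 C. ThT 30 uM added, 1 hr ambient; Alexa 594 FP and total fluorescence read at 555/632 nm.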
GAA inhib = qHTS Assay for Inhibitors of Human alpha-Glucosidase as a Potential Chaperone Treatment of Pompe Disease. Potency, µM (titrated, usually from 76.9 µM), without a hit: at the top dose activity change, negative = inhibition, usual class: inhibitors. 200,000 compounds, 0.005% hits. purified human GAA, 4-MU-alpha-glucoside fluorescence. AID 1466, 2008;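 note: plate controls were uninhibited enzyme wells for no effect and no-enzyme background for full effect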
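Fluorescence at Ex 365/Em 440 nm from 4-methylumbelliferone reported enzyme activity after 20 min at room temperature. Reactions used 4 nM enzyme and 400 uM substrate at pH 5.0; curves fitted with the Hill equation.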
GAA glycogen mod = qHTS Assay for Inhibitors and Activators of Human alpha-Glucosidase Cleavage of Glycogen; Potency, µM (series often up to 76.4 µM), inactives show at the highest dose activity change, negative = inhibition, most hits filed as inhibitors; AID 2100, 2009; Lysosomal alpha-glucosidase (Homo sapiens), P10253; recombinant GAA, glycogen substrate, Amplex Red glucose oxidase fluorescence; 300,000 compounds, 0.38% hits;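 note: 0% = full enzyme reaction and -100% = no-enzyme basal signal; the screen sought inhibitors and activators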
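qHTS, 1536-well; enzyme 4 nM final; cpd up to 77 uM; substrate bovine liver glycogen 30 ug; 50 mM citrate/phosphate pH 5.0, 0.01% Tween-20; 37 C, 40 min; Amplex Red detection 45 min RT; Hill fit → AC50.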
NPSR antag = qHTS Assay for Antagonists of the Neuropeptide S Receptor: cAMP Signal Transduction; Q6W5P4; CHO-NPSR cells, cAMP TR-FRET, antagonist mode; Potency, µM (titrated, usually from 38.3 µM), for the others: top-dose activity change, negative = inhibition, hits mostly inhibitors; 220,000 compounds, 1% hits; AID 1461, 2008; note: % is set by controls: 0 for no effect and ±100 for the full control effect; nearly all actives have a fitted effect of over 50% in size; many of its hits are not listed in these tables
An asterisk follows results filed as active; ? = inconclusive; · = not tested or not shown; [ ] = another dose, or the depositor's remark. Unless noted, calls come from the whole dose curve; as a rule, active = well fitted curve in the direction sought with a large enough effect; inconclusive = small, poorly fitted or top-dose-only effect, or another doubt; inactive = no such curve, though single readings can be large; an effect the other way counts as inactive or inconclusive. Potency is the fitted concentration of half-maximal effect. This is a subset; count on the stated rates, not on these rows.

SMILES | GLA spleen mod | ALDH1A1 inh | Epigenetic derep | aGlu spleen mod | Tau fluor counter | GAA inhib | GAA glycogen mod | NPSR antag
CCN(CC)c1ccc(C=Nc2ccc(N(C)C)cc2)c(O)c1 | -9% | ? | 7.7% | -12% | ? | -6% | ? | ?
CN1CCN(NC(=O)COc2cccc(C(F)(F)F)c2)CC1 | -3% | 10% | -0.9% | -2% | 5% | -3% | 16% | 11%
CCCc1cc2c(=O)c(-c3ccc4c(c3)OCCO4)coc2cc1OS(C)(=O)=O | 4% | ? | -0.1% | 2% | ? | ? | -7% | -25%
CC(=O)Nc1cccc(NC(=O)C2CC3CCC2C3)c1 (stereo unspecified) | 1% | 2% | 1.0% | 8% | -3% | -6% | · | 8%[46.1 µM]
COc1ccc(/C=C/c2nnc(NC(=O)COc3cccc(C)c3)s2)cc1 | 2% | ? | -3.2% | 4% | -13% | ? | 5% | -15%
COc1cccc(/C=N/NC(=O)c2ccc(COc3ccc(Cl)cc3Cl)o2)c1 | -17% | · | 1.5% | 10% | -20% | -1% | 7% | -14%[46.1 µM]
CC(C)CNC(=O)c1cc(-c2ccc(Br)cc2)on1 | -11% | ? | 0.0% | -1% | -3% | -1% | -3% | 4%[46.1 µM]
O=C(CN1C(=O)C2C3C=CC(C3)C2C1=O)OCC(=O)c1ccccc1 (stereo unspecified) | 4% | 0% | 0.0% | 5% | 20% | 1% | 11% | 20%
Nc1nc(SCC(=O)Nc2ccccc2C(F)(F)F)[nH]c(=O)c1-c1ccccc1 | 2% | ? | -3.1% | -13% | -1% | -11% | -9% | 5%
O=C(CSc1nnc2ccccn12)Nc1ncc(Cl)cc1Cl | -5% | 8% | -0.2% | -4% | -12% | -7% | 2% | -16%[46.1 µM]
CC1(c2ccc(O)cc2)NC(=O)N(c2ccccc2)N1 (stereo unspecified) | -1% | 12% | 1.2% | · | -3% | -3% | ? | 19%
Cc1cc2ccccc2n2c(SCC(=O)N3CCN(C(=O)c4ccco4)CC3)nnc12 | 5% | 4% | 15% | 6% | -6% | -3% | -8% | -8%[46.1 µM]
C=CCNC(=O)CSCc1ccc(Br)cc1 | 2% | -15% | 1.1% | 5% | -10% | 13% | 20% | -1%
Cc1nnc(SCC(=O)NC(=O)NCc2ccco2)s1 | 3% | 1% | 1.1% | 0% | -4% | 11% | 8% | 4%
CC(C)N(CCc1ccncc1)C(=S)Nc1cccc(Cl)c1 | 12% | ? | -1.3% | -1% | -10% | -1% | -1% | -9%
O=C(CCNC(=O)c1ccccc1Cl)Nc1nccs1 | -4% | -13% | -1.8% | 0% | -4% | -8% | -3% | 30%
C/C(=N\NC(=O)COc1cccc(Cl)c1)c1ccc2c(c1)OCCO2 | 0% | -3% | 0.0% | 7% | -8% | -3% | 7% | 0%
COC(=O)c1sccc1NC(=S)N(C)C1CCCCC1 | -9% | 0.35µM* | -3.9% | -5% | -17% | ? | 0% | -47%
CCOc1cc(/C=N/NC(=O)C(=O)NCCCOC(C)C)cc(Br)c1O | 4% | -1% | 1.0% | -8% | -2% | -8% | 1% | -6%
CCOC(=O)c1c(C)oc2c1c(CN1CCN(C(=O)OCC)CC1)c(O)c1ccccc12 | -3% | 1.6µM* | -1.9% | -13% | ? | -2% | 4% | -5%
Cn1c(CCc2ccccc2)nnc1SCC(=O)N1CCOCC1 | -1% | 11% | 0.0% | -5% | -5% | 3% | 6% | -11%[46.1 µM]
COc1ccc2c(c1)[nH]c1c(=O)n(Cc3ccncc3)cnc12 | 1% | · | -1.6% | -5% | -11% | · | -3% | -14%
COc1ccc(N2CC(O)(c3ccc(C)cc3)[N+]3=C2CCCC3)cc1 (stereo unspecified) | 1% | 8% | -3.3% | 6% | -6% | 2% | -6% | 8%
Cc1nc(SCC(=O)c2ccccc2)[nH]c(=O)c1Oc1ccc(Cl)cc1 | 0% | -13% | -0.3% | 5% | 6% | -6% | 4% | 31%
CC(=O)c1c(N2CCN(c3ccc(F)cc3)CC2)nc(=S)n(-c2ccccc2)c1C | 10% | -5% | -0.7% | 7% | 1% | -2% | -11% | -14%
CN(C)S(=O)(=O)c1ccc(C(=O)NCc2ccco2)cc1 | 5% | ? | -1.0% | 12% | -10% | 0% | 13% | -12%
CCOCCCNC(=O)C(NC(=O)c1ccccn1)c1ccc(C)cc1 (stereo unspecified) | 1% | 5% | -1.0% | 1% | 2% | -4% | 3% | 7%
COc1ccc(N2CC(O)(c3ccc(OC(F)F)cc3)[N+]3=C2CCCC3)cc1 (stereo unspecified) | 7% | 0% | -3.7% | · | -10% | -3% | 5% | 4%
COc1ccc(/C=N/N2C(=O)c3ccccc3C2=O)cc1 | -3% | ? | -0.9% | -11% | -7% | -4% | -7% | 14%
COc1ccc(NC(=O)Cn2nnc(-c3ccccc3NC(=O)c3cccs3)n2)cc1 | 0% | 11% | 20% | 0% | -27% | -3% | -9% | -10%[46.1 µM]
O=C(Cn1c(NCCCO)nc2ccccc21)c1cccc(Br)c1 | -3% | 28µM* | 0.8% | -14% | -12% | -6% | -5% | -2%[46.1 µM]
NC(=S)c1ccc(C(N)=S)o1 | 1% | 0% | -0.7% | -1% | -12% | 5% | -9% | 9%[46.1 µM]
Cc1cccc(CNc2ncncc2-c2ccc3c(c2)OCO3)c1 | -5% | -15% | -3.0% | 3% | -9% | · | · | ·
Cc1ccc(S(=O)(=O)Nc2ccc(N=Nc3ccc(O)cc3)cc2)cc1 | 4% | 0% | -1.1% | -3% | 18µM*[quencher] | 0% | -3% | -26%
COC(=O)c1ccccc1-c1ccc(C(c2c(C)[nH][nH]c2=O)c2c(C)[nH][nH]c2=O)o1 | -5% | 11% | 1.1% | -3% | -12% | -14% | -1% | 4%
N#CCCN(C(=O)COC(=O)c1ccc2c(=O)n3c(nc2c1)CCC3)c1ccccc1 | 2% | ? | 1.5% | 8% | -1% | 1% | 11% | 2%
COCCN(C(=O)c1csnn1)C(C(=O)NC1CCCCC1)c1cccs1 (stereo unspecified) | 2% | -2% | -2.1% | -20% | -6% | -9% | 2% | 5%[46.1 µM]
CC(C)(C)NC(=O)c1ccc2c(c1)C(=O)N(C1CCCCC1)C2=O | -3% | 2.8µM* | -1.9% | -5% | -13% | 1% | 2% | 0%[46.1 µM]
COC(=O)c1ccc(C(NC(=O)OCc2ccccc2)/C(C)=C/[C@@H](C)C(=O)NCc2nn(-c3ccccc3)nc2C)cc1 (stereo partly specified) | 4% | ? | 1.4% | -6% | -15% | · | · | ·
CCOC(=O)C1CCN(C(=O)C2CCN(c3nc4ccc(OC)cc4s3)CC2)CC1 | -11% | ? | -1.1% | -3% | -17% | ? | -5% | -15%[46.1 µM]
CN(c1cccc(NC(=O)c2ccc(N(C)S(=O)(=O)c3ccccc3)cc2)c1)S(C)(=O)=O | -2% | ? | 3.4% | -5% | -20% | 3% | -2% | -56%
CCOC(=O)c1sc(=S)n(C)c1NC(=O)c1ccc(F)cc1 | -6% | 2.5µM* | 0.0% | -13% | -21% | 1% | -1% | -8%[46.1 µM]
COC(=O)c1c(NC(=O)C2SC(=NC3CCCCC3)C(C(N)=O)=C2N)sc2c1CCCC2 (stereo unspecified) | 6% | 0% | 11% | -13% | 16µM*[quencher] | -6% | -7% | -9%[46.1 µM]
CCOC(=O)Cn1nc(C)c2ccccc2c1=O | -4% | 6% | -3.1% | -3% | 2% | 0% | 2% | -18%[46.1 µM]
